Bioassay records: PubChem BioAssay, National Center for Advancing Translational Sciences (NCATS)
Pf growth 48h = Primary qHTS for delayed death inhibitors of the malarial parasite plastid, 48 hour incubation; P. falciparum luciferase growth in erythrocytes, 48 h; Potency, µM (titrated, usually from 28.7 µM), for the others: at the highest dose activity change, negative = inhibition, most hits filed as inhibitors; 310,000 tested, 5.9% active
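Luciferase-expressing P. falciparum in infected erythrocytes (2% hematocrit, 0.1% parasitemia final) in RPMI 1640/0.5% Albumax were exposed to compound for 48 hours at 37 C, 5% CO2; growth read as luminescence.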
Pf growth 96h = Primary qHTS for delayed death inhibitors of the malarial parasite plastid, 96 hour incubation. P. falciparum luciferase reporter growth, 96 h. Potency, µM (highest dose often 28.7 µM), inactives show top-dose activity change, negative = inhibition, hits mostly inhibitors. 320,000 tested, 6.9% active
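Two-generation exposure (96 h) targets delayed-death phenotype. Reporter parasites carrying integrated firefly luciferase, in red cells at 2% hematocrit and 0.05% parasitemia final, kept at 37 C, 5% CO2; luminescence loss indicates inhibition.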
Tb PYK inh = qHTS of Trypanosoma Brucei Inhibitors. TbPYK enzyme, Kinase-Glo Plus ATP luminescence, 45 min. Potency, µM (top dose mostly 76.8 µM), without a hit: at the highest dose activity, negative = inhibition, actives largely listed as inhibitors. 410,000 tested, 0.12% active. AID 624173, 2012; further: nearly all actives have a fitted effect of over 50% in size
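Screened from lowest to highest concentration, compounds were pinned into TbPYK/substrate mixtures, and ADP (130 uM final) was added. Plates sat at room temperature for 45 min prior to Kinase-Glo Plus detection by luminescence.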
Sm TGR block = qHTS Assay for the Inhibitors of Schistosoma Mansoni Peroxiredoxins; 360,000 tested, 3% active; Schistosoma mansoni thioredoxin glutathione reductase (TGR), Q962Y6; purified TGR, DTNB reduction, TNB absorbance 405 nm; Potency, µM (highest dose often 114 µM), without a hit: at the highest dose activity change, negative = inhibition, hits mostly inhibitors; further: nearly all actives have a fitted effect of over 60% in size
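TGR 20 nM + NADPH 100 uM (dispensed conc.), cpd preinc 15 min RT; start with NADPH (500 uM addition) then DTNB (15 mM addition). Kinetic TNB absorbance, 405 nm filter. Four-parameter Hill fit across titration.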
HCV inh = qHTS Assay for Inhibitors of Hepatitis C Virus (HCV) | Huh7.5.1 HCVcc-Cre infection, luciferase reporter, 44 h | Potency, µM (doses to about 41.8 µM), for the others: at the top dose activity change, negative = inhibition, usual class: inhibitors | 340,000 tested, 3.4% active
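1,000 cells/well; 4 h culture; + compound; + HCVcc-Cre (~0.5 moi); 44 h; luciferase substrate, RT 15 min; read 15 sec.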
LmPK inh = qHTS Assay for Inhibitors of Leishmania Mexicana Pyruvate Kinase (LmPK) | Q27686 | purified LmPK, Kinase-Glo ATP luminescence, 1 h | Potency, µM (doses to about 57.5 µM), without a hit: at the highest dose activity change, negative = inhibition, hits mostly inhibitors | 290,000 tested, 0.37% active
Target sequence (Q27686 whole entry, looked up): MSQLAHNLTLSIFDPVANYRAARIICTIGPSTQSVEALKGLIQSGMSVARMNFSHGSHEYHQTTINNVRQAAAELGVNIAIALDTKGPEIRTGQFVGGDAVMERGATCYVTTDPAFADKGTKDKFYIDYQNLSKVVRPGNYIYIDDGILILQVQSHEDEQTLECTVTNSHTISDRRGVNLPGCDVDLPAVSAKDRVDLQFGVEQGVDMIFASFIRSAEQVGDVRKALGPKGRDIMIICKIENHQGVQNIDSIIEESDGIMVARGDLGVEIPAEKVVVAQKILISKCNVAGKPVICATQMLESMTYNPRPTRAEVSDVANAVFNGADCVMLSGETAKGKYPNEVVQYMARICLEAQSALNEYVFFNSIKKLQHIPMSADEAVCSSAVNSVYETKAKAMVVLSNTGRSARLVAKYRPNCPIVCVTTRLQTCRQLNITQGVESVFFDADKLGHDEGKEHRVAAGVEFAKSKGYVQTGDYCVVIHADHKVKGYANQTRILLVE
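Kinase-Glo luminescence read after 1 h RT reaction of 0.1 nM LmPK with 0.5 mM PEP and 0.1 mM ADP. Activity scaled between uninhibited and enzyme-free controls.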
The depositor's hits bear a star; ? = inconclusive; / = not tested or not shown; & = joins results of further samples; [ ] = dose if it differs, or a comment. The call rests on the fitted dose curve; in most records, active means well fitted curve in the direction sought with a large enough effect; inconclusive means small, poorly fitted or top-dose-only effect, or another doubt; inactive means no such curve, though single readings can be large; an effect the other way counts as inactive or inconclusive. On the % scale 0 is the no-effect control and ±100 the full control effect; potency means the concentration at half of the fitted maximal effect. No enrichment for hits; overall some 16% were active at least once.

SMILES	Pf growth 48h	Pf growth 96h	Tb PYK inh	Sm TGR block	HCV inh	LmPK inh
Cn1nc(C(F)(F)F)cc1C(=O)O	-6%	37%[activator]	-8%	5%	9%	-6%
N#Cc1ccc(C2=CC(=O)C[C@H](c3ccc(Cl)cc3)C2)cc1	0%	?	4%	?	16%	/
CC(C)(Oc1ccc(Cl)cc1)C(=O)NC1CC1	?	-11%	0%	0%	43%[activator]	/
c1ccc(SCCOCCN2CCOCC2)cc1	-10%	-15%	3%	3%	20%	-1%
COc1cccc(CNc2nc3nc(C)cc(=O)n3[nH]2)c1	-7%	0%	1%	-15%	-9%	1%
O=C1CCO1	-5%	3%	0%	/	/	/
COCCCN1C(=O)c2ccc(C(=O)OCC(=O)N3CCN(c4ccccc4)CC3)cc2C1=O	0%	1%	-2%	5%	-27%[8.37 µM]	/
O=C(c1ccccc1)c1cc2cc(Cl)ccc2[nH]1	106%[activator]	38%[activator]	3%	3%	0%	0%
Cc1ccc2c(CC(=O)NCc3ccc4c(c3)OCO4)coc2c1	13%	3%	1%	1%	-16%	8%
COc1cc(/C=C(\C#N)c2nn(CCO)c(N)c2C#N)cc(OC)c1OC	7.4µM*	-15%	-3%	6%	?	2%
O=C(NCCO)C(F)(F)C(F)(F)C(F)(F)OC(F)(C(=O)NCCO)C(F)(F)F (centres undefined)	/	21%	0%	-18%	4%	1%
Cc1ccc(/C=N/Nc2ncnc3nc[nH]c23)cc1	-4%	11%	-3%	5%	-4%	-27%
CCOC(=O)N1CCN(S(=O)(=O)c2c(C)nc3sccn3c2=O)CC1	6%	?	-2%	0%	?	-5%
CS(=O)(=O)NCCNc1ncc(C(F)(F)F)cc1Cl	?	40%[activator]	-16%	-3%	-13%	1%
O=C(Nn1cnc2ccccc2c1=O)c1ccccc1	16%	12%	7%	/	20%	1%
CC1CN(C(=O)CCC(=O)N2CCOCC2)c2ccccc2O1 (centres undefined)	8%	?	-1%	38%[activator]	8%	0%
Cc1cccc(NS(=O)(=O)c2ccc3[nH]c(=O)cc(C(=O)OC(C)C(=O)Nc4ccc([N+](=O)[O-])cc4)c3c2)c1 (centres undefined)	5%	-28%[5.75 µM]	0%	13%	-16%	2%
COCCN(CCOC)S(=O)(=O)c1ccc(C(=O)Nc2nc(-c3ccccc3)c(C(=O)c3ccccc3)s2)cc1	-4%	3%	-9%	1%	9%	3%
COc1ccccc1NC(=O)c1cccs1	48%[activator]	/	0%	8%	?	-2%
O=C(NCC1CCN(c2ccc(S(=O)(=O)N3CCOCC3)cc2)CC1)Nc1ccccc1	?	?	-3%	-16%	-17%	4%
CN(Cc1ccccc1)C(=O)COC(=O)C1CCN(S(=O)(=O)c2ccc(Cl)c(C(F)(F)F)c2)CC1	-17%	?	1%	-5%	-2%[8.37 µM]	/
CCOCCCNC(=O)c1ccccc1SCC	35%[activator]	/	-6%	3%	11%	-4%
Cc1ccc(CCNC(=O)CCS(=O)(=O)c2cc3c(cc2C)NC(=O)CO3)cc1	-22%	?	-4%&-3%	5%&8%	2%	-2%
O=C(Nc1ncc2c(n1)CC(c1ccco1)CC2=O)c1ccccc1 (centres undefined)	84%[activator]	/	4%	-33%	-14%	-3%
Cc1cc(=O)n(-c2ccc(Cl)cc2)c(=O)[nH]1	11%	0%	2%	93%[activator]	25%	2%
COc1ccc(CNC(=O)COC(=O)c2ccc(C)c(S(=O)(=O)N3CCOCC3)c2)cc1OC	?	-27%	-4%	5%	-3%	/
COC(=O)C1C(=O)C=C(Nc2ccc(F)cc2F)CC1c1ccccc1 (centres undefined)	-4%	9%	-6%	0%	-13%	2%
Cn1c(=O)cc(OCCCC(=O)NCc2ccc(F)cc2Cl)c2ccccc21	-20%	?	0%	0%	-7%	-1%
COCCCn1nnnc1SCC(=O)Nc1ccc2c(c1)OCCO2	33%[activator]	13µM*	-2%	2%	12%	2%
O=C(O)c1cc(NC(=O)c2ccc(Cl)c([N+](=O)[O-])c2)cc(C(=O)O)c1	23%	52%[activator]	-9%	-8%	8%	-18%
Cc1cccc(-n2c(-c3ccco3)nc3nc4ccccc4nc32)c1	1%	-7%	/	-20%	6%	7%
Cc1cc(=O)oc2cc(OCC(=O)Nc3ccc(S(=O)(=O)N(C)C)cc3)ccc12	5%	5%	1%	2%	-7%	-2%
COc1ccc(Cl)cc1Nc1nc(-c2sc(NC(=O)c3ccco3)nc2C)cs1	15µM*	5.9µM*	-7%	11%	2.5µM*	-7%
CCN(CC)S(=O)(=O)c1ccc(C(=O)N(c2ccc(C)cc2)C2C=CS(=O)(=O)C2)cc1 (centres undefined)	-2%	?	5%	9%	13%	0%
O=c1[nH]c(SCc2cccc([N+](=O)[O-])c2)nc2[nH]ncc12	-20%	?	0%	8%	13%	-1%
O=C(NCc1cccs1)C1CCN(S(=O)(=O)c2ccccc2F)CC1	3%	21%	3%	11%	1%	7%
O=C(NCc1cccs1)C1CC(c2ccc(Cl)c(Cl)c2)=NO1 (centres undefined)	-11%	-4%	-3%	-14%	9%	4%
O=C(Nc1ccccc1C(=O)N1CCCCCC1)c1cccc(S(=O)(=O)N2CCOCC2)c1	12µM*	?	4%	-15%	0%	8%
CC1CN(S(=O)(=O)c2ccc(C(=O)N3CCc4ccccc43)cc2)CC(C)O1 (centres undefined)	-20%	-24%	7%	-6%	19%	/
O=S(=O)(NCCSCc1c(Cl)cccc1Cl)c1ccc2c(c1)OCCO2	21%	-2%	14%	13%	?	4%
COc1ccc(C)cc1NC(=O)CCS(=O)(=O)c1ccc2c(c1)CCN2C(C)=O	0%	-8%	-1%	5%	-3%	0%
O=C(COC(=O)CCC1CCCCC1)Nc1ccc(OC(F)F)cc1	24%	/	1%	14%	16%	2%
O=C(CN1CCCCCCC1)Nc1cc(Cl)cc(Cl)c1	-11%	-2%	-10%	-16%	-10%	-6%
CCc1nnc(NC(=O)CSc2nnc(C)n2Cc2ccccc2)s1	-10%	164%[activator]	-2%	-8%	8%	-3%
CC(C)CC(C(=O)Nc1ccccc1)N1C(=O)C2C3C=CC(C3)C2C1=O (centres undefined)	-1%	-5%	4%	7%	-1%	0%

A portion from the list above, for reference:
SMILES	Pf growth 48h	Pf growth 96h	Tb PYK inh	Sm TGR block	HCV inh	LmPK inh
Cc1cccc(-n2c(-c3ccco3)nc3nc4ccccc4nc32)c1	1%	-7%	/	-20%	6%	7%
Cc1cc(=O)oc2cc(OCC(=O)Nc3ccc(S(=O)(=O)N(C)C)cc3)ccc12	5%	5%	1%	2%	-7%	-2%
COc1ccc(Cl)cc1Nc1nc(-c2sc(NC(=O)c3ccco3)nc2C)cs1	15µM*	5.9µM*	-7%	11%	2.5µM*	-7%

Next entries follow.
SMILES	Pf growth 48h	Pf growth 96h	Tb PYK inh	Sm TGR block	HCV inh	LmPK inh
Cc1ccc(NC(=O)C2CCCN2C(=O)OCc2ccccc2)c(C)c1 (centres undefined)	0%	-1%	3%	15%	4%	0%
CCOC(=O)c1oc2cc(O)c(CC)cc2c(=O)c1-c1cscn1	5%	28%	3%	-3%	14%	-3%
O=c1cnnc(Nc2cccc(F)c2)[nH]1	-3%	188%[activator]	-3%	8%	26%	-4%[11.5 µM]
CC1CCc2cc(F)cc3c(O)c(C(=O)NCCN(C)C)c(=O)n1c23 (centres undefined)	0%	9.3µM*	0%	9%	-18%	2%
O=C(Nc1ccc(F)cc1)c1nc[nH]c1C(=O)Nc1ccccc1[N+](=O)[O-]	18%	31%[activator]	6%	-4%	13%	1%
COc1cccc(CN(C(=O)Cn2nnc(-c3ccccc3F)n2)C(C(=O)NC(C)(C)C)c2ccncc2)c1 (centres undefined)	?	27%	-8%	0%	?	7%
COc1ccc(N2C(N)=C(C#N)C(c3ccsc3)C3=C2CCCC3=O)c(OC)c1 (centres undefined)	?	3.7µM*	-11%	0%	-10%	1%
CC(Sc1ncn[nH]1)C(=O)Nc1cc(C(F)(F)F)ccc1Cl (centres undefined)	-28%	-30%	8%	-4%	?	/
Cc1cc(OCC(=O)N2CCOCC2)ccc1NC(=O)c1ccccc1C	41%[activator]	18%	-4%	2%	8%	-5%
COC(=O)Nc1ccc(S(=O)(=O)N2c3ccccc3CCC2C)cc1 (centres undefined)	15µM*	65%[activator]	0%	0%	-21%	12%
CCN(CC(=O)Nc1ccccc1OC)C(=O)c1cc(S(=O)(=O)N2CCCCCC2)ccc1OC	?	5.2µM*	-5%	1%	?	/
COc1cc(C(=S)N2CCOCC2)cc(OC)c1OC(=O)c1cc([N+](=O)[O-])c(C)c([N+](=O)[O-])c1	14%	-5%	-9%	0%	6%	-2%
CCOc1ccc2[nH]cc(C(=O)NCCCN3CCOCC3)c(=O)c2c1	?	/	3%	0%	-1%	-6%
CC1(C)C(=O)Nc2ccccc2N1C(=O)CSc1nnc2c(Cl)cc(Cl)cn12	0%	21%	-10%	0%	-5%	-4%
CCN(CC(=O)NCc1ccc(Cl)cc1)C(=O)c1cc(S(=O)(=O)NCc2ccccc2)ccc1C	?	?	-7%	1%	?	1%
O=C(O)CSc1c2c(nc3cc(C(=O)Nc4cccc(C(F)(F)F)c4)ccc13)CCC2	?	?	-2%	-10%	-13%	-1%
Cc1cc(O)ccc1Nc1nc2ccccc2nc1Nc1ccc(O)cc1C	?	?	-22%	?	?	-8%
C=CCc1c(C)nc2cc(-c3ccccc3)[nH]n2c1=O	154%[activator]	21%	0%	72%[activator]	0%	-4%
O=C(C1CCC(CNc2c(N3CCOCC3)c(=O)c2=O)CC1)N1CCN(c2ccccc2)CC1 (centres undefined)	8%	-16%	0%	-6%	0%	3%
CCOC(=O)Cc1csc(NC(=O)c2ccc(S(=O)(=O)N3CCOCC3)cc2)n1	-24%	3%	1%	-1%	?	1%
O=[N+]([O-])c1ccc(S(=O)(=O)CC(CN2CCCCC2)N2CCCCC2)cc1 (centres undefined)	19%[5.75 µM]	14%[5.75 µM]	1%	7.9µM*	4.5µM*	5%
O=C(CN1C(=O)c2cccc3cccc(c23)C1=O)NCCCO	37%[activator]	7%	-3%	9%	14%	-3%
COC(=O)c1ccc(C(C(=O)NCc2ccccc2)N(Cc2ccco2)C(=O)c2cnccn2)cc1 (centres undefined)	?	/	-11%	5%	15%	0%
CCc1cccc(N(CC(=O)NCc2ccc(F)cc2)C(=O)c2csnn2)c1	15%	43%[activator]	-3%	5%[57.1 µM]	-13%	3%
CCOc1ccc2[nH]c(C)c(CN3CCCCCC3)c(=O)c2c1	1%	?	-3%	0%	11%	5%
CN(C)CCCN1C(=O)c2oc3ccc(Cl)cc3c(=O)c2C1c1cccnc1 (centres undefined)	?	?	7%	3%	1%	1%

Random excerpt: five compounds from above
SMILES	Pf growth 48h	Pf growth 96h	Tb PYK inh	Sm TGR block	HCV inh	LmPK inh
O=C(C1CCC(CNc2c(N3CCOCC3)c(=O)c2=O)CC1)N1CCN(c2ccccc2)CC1 (centres undefined)	8%	-16%	0%	-6%	0%	3%
Cc1cc(O)ccc1Nc1nc2ccccc2nc1Nc1ccc(O)cc1C	?	?	-22%	?	?	-8%
C=CCc1c(C)nc2cc(-c3ccccc3)[nH]n2c1=O	154%[activator]	21%	0%	72%[activator]	0%	-4%
CCc1cccc(N(CC(=O)NCc2ccc(F)cc2)C(=O)c2csnn2)c1	15%	43%[activator]	-3%	5%[57.1 µM]	-13%	3%
O=C(O)CSc1c2c(nc3cc(C(=O)Nc4cccc(C(F)(F)F)c4)ccc13)CCC2	?	?	-2%	-10%	-13%	-1%
